Source: PubChem (Sanford-Burnham Center for Chemical Genomics)
SENP7 inh: SENP7 protease inhibitors, primary screen, biochemical, luminescence, uHTS; inhibition, % at 5 µM; 1.5% of 330,000 active; recombinant SENP7, Z-RLRGG-aminoluciferin luminescence, 40 min; Sentrin-specific protease 7 (Homo sapiens), Q9BQF6;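 active = inhibition above about 50% at the single test dose, limit read from the data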;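 note: plate controls were DMSO with enzyme for no effect and no enzyme buffer wells for full effect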
Target sequence (Q9BQF6 706-1050 limits assumed): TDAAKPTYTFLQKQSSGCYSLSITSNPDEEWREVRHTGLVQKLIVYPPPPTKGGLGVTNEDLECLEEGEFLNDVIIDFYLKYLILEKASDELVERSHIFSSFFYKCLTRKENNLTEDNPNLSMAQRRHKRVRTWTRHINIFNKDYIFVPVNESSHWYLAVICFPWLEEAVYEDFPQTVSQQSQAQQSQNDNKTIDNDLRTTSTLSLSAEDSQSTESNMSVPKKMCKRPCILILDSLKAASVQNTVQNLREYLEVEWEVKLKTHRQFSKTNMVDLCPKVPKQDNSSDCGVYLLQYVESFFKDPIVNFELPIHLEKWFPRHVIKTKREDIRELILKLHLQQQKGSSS
UBC13 inh: UBC13 polyubiquitin chain formation inhibitors, primary screen, biochemical, TR-FRET, uHTS; Ubiquitin-conjugating enzyme E2 N (Homo sapiens), P61088; inhibition, % at 20 µM; 0.47% of 330,000 active; AID 485273, 2010; in the data active = inhibition above about 45%, passing the limit was not always enough
Target sequence (P61088 whole entry, looked up): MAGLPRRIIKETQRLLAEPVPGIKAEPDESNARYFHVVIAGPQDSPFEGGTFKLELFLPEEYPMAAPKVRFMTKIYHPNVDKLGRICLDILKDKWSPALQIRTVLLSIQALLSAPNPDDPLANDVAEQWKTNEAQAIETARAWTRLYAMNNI
SENP8 block-1: human SENP8 protease inhibitors, primary screen, biochemical, fluorescence, Nedd8 protein substrate, uHTS. Sentrin-specific protease 8 (Homo sapiens), Q96LD8. recombinant SENP8. inhibition, % at 20 µM. 0.64% of 360,000 active. AID 602440, 2012; in the data active = inhibition mostly above about 40%, no sharp cut-off; inactive = mostly below about 27%
Target sequence (Q96LD8 whole entry, looked up): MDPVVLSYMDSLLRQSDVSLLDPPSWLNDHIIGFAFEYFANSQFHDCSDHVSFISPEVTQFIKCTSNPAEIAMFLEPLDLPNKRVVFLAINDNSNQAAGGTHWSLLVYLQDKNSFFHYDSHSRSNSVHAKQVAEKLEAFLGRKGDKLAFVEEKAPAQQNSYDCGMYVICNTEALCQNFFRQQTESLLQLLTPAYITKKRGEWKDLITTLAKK
PfG6PD inh: PfG6PD enzyme inhibitors, primary screen, biochemical, fluorescence intensity, uHTS | glucose-6-phosphate dehydrogenase-6-phosphogluconolactonase (Plasmodium falciparum 3D7) | PfGluPho enzyme, NADPH resazurin-diaphorase fluorescence | inhibition, % at 20 µM | 0.78% of 350,000 active | AID 504690, 2011;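 active = inhibition reaching at least a set limit at 20 µM in the primary screen, cut at about 59% in these data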;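 note: 0% = DMSO wells with substrate and 100% = DMSO wells lacking glucose-6-phosphate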
SENP8 block-2: SENP8 protease inhibitors, primary screen, biochemical, luminescence; Sentrin-specific protease 8 (Homo sapiens), Q96LD8; purified SENP8, Z-RLRGG-aminoluciferin cleavage; inhibition, % at 10 µM; 1.2% of 330,000 active; AID 2540, 2010; in the data active = inhibition above about 50%
SENP1 inh: human SENP1 catalytic domain inhibitors, primary screen, biochemical, FRET, uHTS; Sentrin-specific protease 1 (Homo sapiens), Q9P0U3; recombinant SENP1 catalytic domain, CyPet-SUMO1-YPet FRET cleavage; inhibition, % at 10 µM; 0.21% of 360,000 active; AID 624204, 2012;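 active = inhibition at least 30% at 10 µM, raw YFP signal under a set limit, fluorescence ratio 0.5 to 1.5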;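 note: 0% = enzyme with DMSO and 100% = no enzyme wells; some results filed as inactive read as strong as hits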
Target sequence (Q9P0U3 419-644 limits assumed): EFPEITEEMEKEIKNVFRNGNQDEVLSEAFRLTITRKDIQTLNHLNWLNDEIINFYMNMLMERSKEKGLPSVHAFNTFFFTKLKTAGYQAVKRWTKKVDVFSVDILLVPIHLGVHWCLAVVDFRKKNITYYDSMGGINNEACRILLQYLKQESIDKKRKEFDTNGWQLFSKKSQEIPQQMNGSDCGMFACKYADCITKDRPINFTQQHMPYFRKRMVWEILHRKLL
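system = hSENP1 catalytic domain, recombinant | reagent = SFCypet-SUMO1-SFYpet substrate at 25 nM | doses = one dose per compound, 10 µM, 0.5% DMSO | incubation = enzyme reaction for 50 min at room temperature, dark | measured by = FRET, CFP and YFP emission | controls = no-enzyme low, enzyme-DMSO high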
SENP6 block: SENP6 protease inhibitors, primary screen, biochemical, luminescence, uHTS | Recombinant SENP6 catalytic domain, aminoluciferin luminescence | 1.8% of 330,000 active | inhibition, % at 10 µM;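 active = inhibition above about 50% at the single tested dose, limit read from the data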;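 note: plate controls were DMSO wells with enzyme for no effect and DMSO wells lacking enzyme for full effect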
HKDC1 inh: HKDC1 hexokinase inhibitors, primary screen, biochemical, fluorescence, uHTS; recombinant HKDC1, G6PDH/diaphorase resazurin coupled fluorescence; inhibition, % at 20 µM; AID 493160, 2011; Q2TB90; 0.16% of 340,000 active;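 active = inhibition above about 35% when tested at 20 µM, limit read from the data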;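 note: plate controls were DMSO wells with enzyme for no effect and DMSO wells lacking enzyme for full effect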
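Incubation: 90 min at room temperature in dark / Material: recombinant HKDC1 (HK5) hexokinase enzyme, produced in-house / Quantity: enzyme 5 µg/mL final / Compound: one dose of 20 µM, 1% DMSO / Reagent: glucose and ATP substrates / Buffer or medium: Tris pH 8.0 buffer with MgCl2, Tween-20, BSA, BME / Technique: resorufin fluorescence at 613 nm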
beta cell repl: inducers of MIN6 beta-cell proliferation, primary screen, ATP luminescence, uHTS; MIN6 cells proliferation, ATPlite luminescence, 48 h; cells starved in 0.2% serum; 100% = growth in 10% serum; 0.29% of 330,000 active; proliferation, % at 10 µM; AID 2380, 2010;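 active = compounds whose signal lies at least 3.5 SD above the mean of all wells on their plate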;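 note: 0% = DMSO-treated cells in low-serum medium and 100% = 10% serum control; some compounds called inactive have numbers as strong as hits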
* marks the source's active call; other numbers are inactive results; x = no result given.

SMILES	SENP7 inh	UBC13 inh	SENP8 block-1	PfG6PD inh	SENP8 block-2	SENP1 inh	SENP6 block	HKDC1 inh	beta cell repl
O=C(NCc1ccc2c(c1)OCO2)C(C(=O)c1ccccc1)n1cc(Cl)ccc1=O (stereo not drawn)	14	1	30	-3	4	1	7	-6	-1
O=C(CSc1nc(Nc2ccccc2)nc(N2CCOCC2)n1)NC1CCCCC1	13	-5	1	-11	-9	1	-16	6	-2
CC(C)CC(=O)NCCc1ccncc1	8	-1	21	-5	-4	0	-5	-9	0
Cc1cc(C)n(CC(=O)NC2CCCN(Cc3ccc(Cl)cc3)C2)n1 (stereo not drawn)	9	-1	15	0	-8	-1	-22	4	-2
Cc1ccc(Nc2nnc(SCC(=O)NC3CCCc4ccccc43)s2)cc1 (stereo not drawn)	2	-2	11	15	7	1	4	2	0
CC(C)(CO)NS(=O)(=O)c1ccc2c(c1)Cc1cc(S(=O)(=O)NC(C)(C)CO)ccc1-2	-1	5	4	-18	-5	0	2	5	-3
Cc1ccc(NC(=O)c2ccc(OC(=O)c3cc4ccccc4o3)cc2)cc1	19	1	2	7	-1	0	-14	-6	-3
O=C(c1cccc(N2CCCC2=O)c1)N1CCOCC1	1	-1	12	-18	4	4	-4	-4	0
COc1ccc(/C=N/NC(=O)c2cccc(OC(F)(F)C(F)F)c2)c(OC)c1OC	-3	1	-47	-7	1	2	-2	-2	0
O=C(C1=C[C@@H](c2csc3ccccc23)C[C@@H](OCc2ccc(CO)cc2)O1)N1CCOCC1	-1	8	14	6	-2	3	-20	4	8
COc1ccc(/C=C/c2nc(C)c(-c3ccccc3)c(=O)[nH]2)cc1OC	18	-1	-120	-11	-11	-19	-35	-10	1
Clc1cc2nc[nH]c2cc1Cl	1	8	20	-4	-4	-2	0	-2	0

Entries of single compounds, looked up by structure. Values in the order: SENP7 inh	UBC13 inh	SENP8 block-1	PfG6PD inh	SENP8 block-2	SENP1 inh	SENP6 block	HKDC1 inh	beta cell repl
Cc1ccc(NC(=O)c2ccc(OC(=O)c3cc4ccccc4o3)cc2)cc1 is listed with 19	1	2	7	-1	0	-14	-6	-3
O=C(c1cccc(N2CCCC2=O)c1)N1CCOCC1 is listed with 1	-1	12	-18	4	4	-4	-4	0
CC(C)(CO)NS(=O)(=O)c1ccc2c(c1)Cc1cc(S(=O)(=O)NC(C)(C)CO)ccc1-2 is listed with -1	5	4	-18	-5	0	2	5	-3

Other entries follow:
SMILES	SENP7 inh	UBC13 inh	SENP8 block-1	PfG6PD inh	SENP8 block-2	SENP1 inh	SENP6 block	HKDC1 inh	beta cell repl
CCOC(=O)N1CCN(C(c2cccc(OC)c2)c2sc3nc(C)nn3c2O)CC1 (stereo not drawn)	4	-3	20	1	1	1	0	-3	-1
CCOc1ccc(CCN2C(=S)N([C@@H](CC(C)C)CN3CCCC3CN3C(=S)NC[C@@H]3Cc3ccc(O)cc3)C[C@@H]2Cc2ccc(O)cc2)cc1 (stereo partly drawn)	x	x	9	35	x	1	x	-3	x
CN(C)C(C)(C)C#CC(O)(c1ccccc1)c1ccccc1	0	3	12	-2	-7	0	-2	-12	0
O=C(Cc1ccc(Cl)cc1)Nc1cccnc1	9	0	7	-3	-1	-3	-20	4	1
Cc1cc([N+](=O)[O-])nn1CCCC(=O)Nc1cc(Cl)ccc1Cl	7	-2	9	7	-2	4	-13	-1	2
CCN1CCN(Cc2ccc(OCc3ccccc3)c(OC)c2)CC1	6	8	7	10	1	1	-12	-10	4
Cc1noc(C)c1C(=O)OCC(=O)NCc1ccc(Cl)cc1	2	9	7	-18	-3	1	-1	-4	-2
Cc1nn(C)c(C(=O)Nc2cccc(CN3CCOCC3)c2)c1Br	2	4	5	-19	-5	2	-2	5	-1
NC(=O)CC(NC(=O)Cc1ccc(Cl)cc1)c1ccc(N2CCN(c3ccccn3)CC2)c([N+](=O)[O-])c1 (stereo not drawn)	-5	2	14	-3	-5	4	-21	-1	2
CCCn1c(SC2C(=O)CC(C)(C)CC2=O)nc2c1c(=O)n(C)c(=O)n2C	6	1	16	4	4	0	-2	1	0
Cc1c(N/C=C/C(=O)c2ccc(Cl)cc2)c(=O)n(-c2ccccc2)n1C	-1	-2	13	-3	1	8	-19	-9	-1
CC(C)OP(=O)(OC(C)C)C1(O)C(=O)Nc2ccccc21 (stereo not drawn)	3	8	3	-7	1	-1	-12	-9	-3
Cc1ccccc1NC(=O)Cn1c(CCC(=O)O)ccc1-c1cccs1	-1	-1	-256	5	1	-61	0	9	-1
CCOc1ccc(OCC)c(NC(=O)CCCN2C(=O)c3cccnc3C2=O)c1	3	-5	21	7	3	0	-2	0	0
CS(=O)(=O)N(Cc1ccccc1)c1ccc(C(=O)NCCSCc2ccco2)cc1	-14	-3	27	-4	-4	-1	-7	-3	-4
Cc1cc(C)n(-c2ccc3nnc(C)n3n2)n1	0	4	-67	-14	4	0	-29	0	0
CCN(c1ccccc1)S(=O)(=O)c1ccc(OC)c(NC(=O)c2ccccc2OC)c1	5	-3	8	-10	-2	1	0	1	8
CN(C)CCCNC(=S)Nc1ccc(Oc2ccccc2)cc1	7	7	5	23	2	3	8	-12	-3
CN1CCN(c2ccc(NC(=O)c3ccc4c(c3)[nH]c(=O)n4Cc3ccc(F)cc3)cc2)CC1	1	28	4	18	4	3	-4	-2	-3
COc1ccc(NC(=O)c2sc3nc(N4CCOCC4)c4c(c3c2N)CC(C)(C)OC4)cc1	-5	32	-432	31	-3	-43	-8	-9	0
CC(=O)OC[C@H]1O[C@H](C/C=N/O[C@@H](C)c2cn([C@H](CO)Cc3ccccc3)nn2)C=C[C@@H]1OC(C)=O	-6	-5	x	x	-7	x	-5	x	-4
Cc1nc(N2CCN(C(=O)c3ccco3)CC2)[nH]c(=O)c1C	0	0	13	27	-5	0	4	0	-3
O=C(CN1c2cccc3cccc(c23)S1(=O)=O)Nc1ccccc1	1	2	-363	5	8	-1	-3	-3	-4
N#Cc1ncc(C(F)(F)F)cc1Oc1cccnc1	-9	0	-6	-12	-5	2	5	-7	3
Cc1ccc(-n2c(-c3ccc(Cl)cc3)n[nH]c2=S)c(C)c1	-8	-8	-291	48	4	0	-9	3	-3
O=C(CN1CCCCCC1)Nc1ccc([N+](=O)[O-])cc1Cl	7	-1	10	17	-5	2	-22	2	-2
C/C(=N\NC(=O)c1nc2ccccn2c1C)c1ccc2c(c1)OCO2	-10	-12	9	-18	-12	0	-28	-7	-2
C=CCN(CC=C)S(=O)(=O)c1ccc(C(=O)Nc2nnc(CSC)o2)cc1	0	-4	17	-31	0	0	-12	-11	-5
COc1cccc(C(=O)CSc2nnnn2C)c1	2	1	12	6	-1	1	9	-4	-1
O=C(CCCn1c(SCC(=O)c2ccc(F)cc2)nc2ccccc2c1=O)NCc1ccccc1	7	6	6	-3	2	6	-11	-2	-1
CN(C1CCCCC1)S(=O)(=O)c1ccc2[nH]c(=O)oc2c1	-2	4	25	-31	5	1	14	-2	-1
CCN(CC)S(=O)(=O)c1ccc(C)c(NC(=S)Nc2cccc(S(=O)(=O)N3CCCCCC3)c2)c1	4	6	18	10	3	1	-5	-4	0
Cc1ccc(C)c(/C=C(\C(=O)O)c2ccc(S(=O)(=O)N3CCCCC3)s2)c1	-2	-19	-156	-16	5	-26	2	1	-4
COc1ccc(O)c(/C=N/NC(=O)c2ccc(OCc3cccc(Br)c3)cc2)c1	18	-11	-234	-21	-2	3	-3	-8	-6
COc1ccc2[nH]c(C)c(CCN3C(=O)C4C5C=CC(C5)C4C3=O)c2c1 (stereo not drawn)	2	9	-46	-2	5	-7	6	3	-4
COc1ccc(F)cc1CN1CCN(C(=O)CCC(=O)Nc2nnc(C3CCCCC3)s2)CC1	5	4	10	-32	1	1	4	3	-3
C/C=C/c1ccc(OC(C)=O)c(OC)c1	23	-10	17	-3	-8	3	-12	-2	-3
Cc1ccc2c(c1)-c1c(cnn1CC(=O)Nc1ccccc1N1CCN(C)CC1)CO2	9	20	3	-5	5	-1	-13	-5	-1
CCOc1cc(N2CCOCC2)c(OCC)cc1NC(=O)COC(=O)CCOc1cc(C)ccc1C	0	-7	9	14	-7	2	-6	-1	-1
CCOc1ccc(C(=O)NC(=S)Nc2cc(C)ccn2)cc1[N+](=O)[O-]	-3	-12	28	-6	-1	0	-3	-7	-1
CCC(Oc1ccc(Br)cc1)C(=O)N1CCN(c2ncccn2)CC1 (stereo not drawn)	11	-4	-25	0	-12	0	-18	-3	4
COc1ccc(NS(=O)(=O)c2cc(NC(=O)CCSc3ccccc3)ccc2OC)cc1	-5	5	3	10	1	3	-19	-1	-1
Cc1cccnc1NC(=O)CN1C(=O)NC(C)(c2ccc3ccccc3c2)C1=O (stereo not drawn)	-2	6	2	2	7	2	4	1	3
O=C(/C=C/c1ccco1)NC(=S)Nc1ccccc1N1CCOCC1	-3	-17	25	9	-6	2	-13	-4	-4
CCCc1cc(-c2n[nH]c(=S)n2-c2cccc(C)c2)cs1	-4	-9	-15	24	1	-2	-31	-3	2
CCOc1ccc(CN(Cc2ccco2)S(=O)(=O)c2ccc(-n3cnnn3)c(OC)c2)cc1	0	8	15	10	-4	1	-22	4	-2
COc1cccc(-c2nn(C)c3sc(C(=O)Nc4ccc5c(c4)OCCO5)cc23)c1	4	-12	-33	11	-2	0	1	-1	-3
Nc1cccc(NC(=O)c2ccco2)c1	8	0	10	4	-7	1	6	5	-3
COC(=O)C(OC(=O)c1ccc(OC)cc1)C(=O)OC	2	8	19	-9	5	3	3	-4	-1
Cc1ccc(-c2nc3[nH]c(=O)cc(NC(=O)c4cccs4)n3n2)cc1	5	22	5	1	10	-24	12	8	-3
COc1cc2c(cc1NC(=O)CSc1nnc(Cc3cccs3)n1C)oc1ccccc12	5	20	14	16	-11	0	-25	11	-5
CCc1ccc(OCC(=O)NNCC(=O)Nc2ccc(OC)cc2)cc1	6	0	3	3	-10	2	-8	3	-3
Cc1noc(C)c1CN1C(=O)NC(Cc2ccccc2)(Cc2ccccc2)C1=O	1	-4	23	-8	-10	4	-12	6	5
CCCC/C(=N\NC(=O)c1ccc(Br)o1)c1ccccc1	2	6	26	-11	3	1	-5	18	0
O=C(O)CC1(CC(=O)Nc2ccccc2N2CCOCC2)CCCC1	1	-1	-4	6	-5	3	-7	-5	2
CCCCN(C(=O)c1cccc(S(=O)(=O)N(C)c2ccc(C)cc2)c1)c1c(N)n(CC(C)C)c(=O)[nH]c1=O	x	x	-4	-21	x	1	x	0	x
O=C(Nc1ccccc1F)NC1CCCCCCC1	-1	1	12	17	-1	1	4	-2	2
CC(C)(C)C(=O)N1CCN(c2nc3ccccc3s2)CC1	0	9	-44	-14	-6	-2	-22	-3	-1
CO[C@@]12[C@H](COC(N)=O)C3=C(C(=O)C(C)=C(N)C3=O)N1C[C@@H]1N[C@@H]12	0	4	-5	5	10	2	-6	-1	-4
